GAA spleen mod – qHTS Assay for Inhibitors and Activators of Human alpha-Glucosidase From Spleen Homogenate; human spleen homogenate, 4-MU-alpha-glucoside fluorescence; Potency, µM (highest dose often 79.9 µM), inactives show at the top dose activity change, negative = inhibition, actives largely listed as inhibitors; hit rate 0.006% among 240,000; AID 2112, 2009;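 also: 0% = enzyme with vehicle and -100% = no enzyme basal signal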
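Human spleen homogenate (1 ug) incubated with compounds and 1 mM 4-methylumbelliferyl-alpha-D-glucopyranoside in pH 5.0 citrate/phosphate buffer, 37 C, 40 min. Stopped at pH 10; 4-MU fluorescence (Ex 365/Em 440 nm); AC50 by Hill fit.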
GLA spleen mod – qHTS Assay for Inhibitors and Activators of Human alpha-Galactosidase From Spleen Homogenate | Alpha-galactosidase A (Homo sapiens), P06280 | human spleen homogenate, 4MU-alpha-Gal fluorescence, 40 min | Potency, µM (top dose mostly 80 µM), inactives show at the top dose activity change, negative = inhibition, actives largely listed as inhibitors | hit rate 0.008% among 240,000;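 also: 0% = enzyme with vehicle and -100% = no enzyme basal signal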
Target sequence (P06280 32-429 limits assumed): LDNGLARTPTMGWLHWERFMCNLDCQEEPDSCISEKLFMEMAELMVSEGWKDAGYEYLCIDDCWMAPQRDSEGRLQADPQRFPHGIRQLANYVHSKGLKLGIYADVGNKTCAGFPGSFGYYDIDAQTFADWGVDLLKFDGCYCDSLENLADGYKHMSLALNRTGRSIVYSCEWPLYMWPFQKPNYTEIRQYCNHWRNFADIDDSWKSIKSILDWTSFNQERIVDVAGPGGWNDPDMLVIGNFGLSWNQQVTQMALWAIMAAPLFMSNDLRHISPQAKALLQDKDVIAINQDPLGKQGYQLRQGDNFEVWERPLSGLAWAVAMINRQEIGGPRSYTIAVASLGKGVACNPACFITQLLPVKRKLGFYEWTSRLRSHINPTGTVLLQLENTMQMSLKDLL
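qHTS titration in buffer at pH 5.0. Alpha-galactosidase activity in spleen homogenate was measured via 4-methylumbelliferone release from 1 mM fluorogenic substrate after 40 min at 37C and a pH 10 stop. AC50 came from Hill fits of control-normalized data.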
GAA inhib – qHTS Assay for Inhibitors of Human alpha-Glucosidase as a Potential Chaperone Treatment of Pompe Disease. hit rate 0.005% among 200,000. AID 1466, 2008. Potency, µM (series often up to 76.9 µM), for the others: at the highest dose activity change, negative = inhibition, usual class: inhibitors. purified human GAA, 4-MU-alpha-glucoside fluorescence;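 also: plate controls were uninhibited enzyme wells for no effect and no-enzyme background for full effect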
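Endpoint fluorogenic read: 20 min room-temperature reaction of 4 nM human alpha-glucosidase with 400 uM 4-methylumbelliferyl-alpha-D-pyranoside, pH 5.0, quenched with 1M NaOH/1M glycine pH 10. AC50 from Hill modeling.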
Tau fluor cs – Counterscreen qHTS for Inhibitors of Tau Fibril Formation, Fluorescence Polarization. AID 1463, 2008. tau K18 P301L Alexa594 fluorescence, heparin fibrillization. hit rate 0.93% among 280,000. Potency, µM (titrated, usually from 57.7 µM), inactives show top-dose activity change, negative = decrease; also: % is scaled to controls: 0 for no effect and ±100 for the full control effect; nearly all actives have a fitted effect of over 55% in size
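Human tau K18 P301L (15 uM unlabeled, 0.24 uM Alexa 594-labeled) in 100 mM sodium acetate pH 7 with 20 uM heparin, 6 hr at 37 C. ThT 30 uM added, 1 hr ambient; Alexa 594 FP and total fluorescence read at 555/632 nm.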
Tau fibril ThT – qHTS for Inhibitors of Tau Fibril Formation, Thioflavin T Binding; recombinant tau K18 P301L (four-repeat tau fragment), heparin-induced fibrillization, ThT fluorescence; Potency, µM (titrated, usually from 57.4 µM), without a hit: at the top dose activity, negative = inhibition, most hits filed as inhibitors; hit rate 2.1% among 270,000; AID 1460, 2008; also: % is scaled to controls: 0 for no effect and ±100 for the full control effect; nearly all actives have a fitted effect of over 55% in size
Target sequence (P10636 561-689 P618L limits assumed): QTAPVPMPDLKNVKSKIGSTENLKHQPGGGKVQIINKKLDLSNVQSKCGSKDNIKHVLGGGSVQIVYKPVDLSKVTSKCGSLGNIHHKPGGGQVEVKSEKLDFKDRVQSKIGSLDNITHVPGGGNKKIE
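Aggregation was driven by heparin (20 uM final) acting on recombinant tau […] bearing P301L in 100 mM sodium acetate pH 7; fibrils were detected with Thioflavin T.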
HTT ATP protect – qHTS Multiplex Assay to Identify Dual Action Probes in a Cell Model of Huntington: Cytoprotection (ATP); PC12 HTT-Q103 induced, cytoprotection, ATP luminescence, 40 h; Potency, µM (titrated, usually from 56.4 µM), without a hit: cytoprotection (ATP increase), hits mostly activators; hit rate 0.14% among 230,000;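 also: % of control where 0% means no effect; nearly all actives have a fitted effect of over 45% in size; toxic huntingtin expression switched on by the ecdysone agonist tebufenozide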
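Compounds were screened for protection of PC12 cells against cell death after tebufenozide induction (100 nM final) of mutant Huntingtin exon 1 (Q103) fused to GFP.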
GAA glycogen – qHTS Assay for Inhibitors and Activators of Human alpha-Glucosidase Cleavage of Glycogen. Lysosomal alpha-glucosidase (Homo sapiens), P10253. recombinant GAA, glycogen substrate, Amplex Red glucose oxidase fluorescence. Potency, µM (top dose mostly 76.4 µM), for the others: top-dose activity change, negative = inhibition, most hits filed as inhibitors. hit rate 0.38% among 300,000;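 also: 0% = full enzyme reaction and -100% = no-enzyme basal signal; the screen sought inhibitors and activators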
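Recombinant human alpha-glucosidase (4 nM final) hydrolysed bovine liver glycogen (30 ug) for 40 min at 37 C in pH 5.0 citrate/phosphate with 0.01% Tween-20. Released glucose detected by glucose oxidase/Amplex Red, Ex 573/Em 610 nm. Compounds up to 77 uM; AC50 from Hill fits.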
Tau fibril FP – qHTS for Inhibitors of Tau Fibril Formation, Fluorescence Polarization; K18 P301L tau heparin fibrillization, Alexa594 FP, 6 h; Potency, µM (top dose mostly 57.7 µM), inactives show at the top dose activity, negative = inhibition, actives largely listed as inhibitors; hit rate 0.39% among 280,000; also: % is scaled to controls: 0 for no effect and ±100 for the full control effect; nearly all actives have a fitted effect of over 55% in size
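Human K18 P301L fragment (15 uM unlabeled plus 0.24 uM Alexa 594-labeled) in 100 mM sodium acetate pH 7 with compound, aggregation induced by 20 uM heparin for 6 hr at 37 C. ThT (30 uM) added for 1 hr, then Alexa 594 FP read.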
An asterisk follows results filed as active; ? = inconclusive; . = not tested or not shown; & = joins results of further samples; [ ] = dose if it differs, or a comment. Calls follow the shape of the dose curve; as a rule, active = well fitted curve in the direction sought with a large enough effect; inconclusive = small, poorly fitted or top-dose-only effect, or another doubt; inactive = no such curve, though single readings can be large; an effect the other way counts as inactive or inconclusive. Potency is read from the fitted curve at half-maximal effect.

Value order – GAA spleen mod, GLA spleen mod, GAA inhib, Tau fluor cs, Tau fibril ThT, HTT ATP protect, GAA glycogen, Tau fibril FP
Cc1c(Br)c([N+](=O)[O-])nn1CC(=O)Nc1nccs1
 : 1%, -7%, -5%, -2%, -2%, -28%, 1%, 5%
COc1ccc(Oc2cn[nH]c2-c2ccc(O)cc2O)cc1
 : -10%, 6%, -1%, ?, -11%, 3%[0.074 µM], ?, ?
C/C=C/OC(=O)NC(c1ccccc1)[C@@]1(C(=O)OCC)CCCC1=O (stereo partly drawn)
 : -13%[17.4 µM], 3%[17.5 µM], ., -16%[11.6 µM], -14%[11.5 µM], -15%[10 µM], ., 2%[11.6 µM]
O=C1c2cccnc2C(=O)N1CNc1ccc(Cl)cc1
 : -4%, -3%, 2%, -3%, 3%, -6%, 0%, -8%
CCN(CC)c1ccc(/C=C(\C#N)C(=O)NCc2ccccc2)cc1
 : -2%, 9%, -10%, -19%, 3%, -6%[10 µM], 7%, 1%
Cc1c(NC(=O)c2cc(-c3ccc(Cl)s3)nc3ccccc23)c(=O)n(-c2ccccc2)n1C
 : 0%, 4%, -1%, -25%, ?, -34%, 5%, ?
COc1ccc(NS(=O)(=O)c2cc(NC(=O)c3nc4nc(C)cc(C)n4n3)ccc2C)cc1
 : 3%, -11%, -8%, -15%, -2%, -20%, 7%, -1%
O=C(O)CCC(=O)Nc1ccc(N2CCCCCC2)cc1
 : -12%, 2%, -8%, -11%, -14%, -28%, -20%, -8%
COc1ccc(C(=O)CSc2nnc(CN3CCCCC3)n2-c2ccc(Cl)cc2)cc1OC
 : 0%, 4%, -5%, -5%, -12%, -9%[10 µM], -1%, -10%
CCn1c(C)nc2cc(C(=O)N/N=C/c3ccc(N4CCOCC4)cc3)ccc21
 : -2%, 9%, 3%, -20%, 8.9µM*, -16%, ?, 4%
CC1(C)Cc2cccc(C(=O)Nc3ccncc3)c2O1
 : 3%, 8%, 0%, -11%, -7%, 22%[10 µM], 6%, 2%
CSCCC(C(=O)NC1=NCCS1)N1C(=O)c2ccccc2C1=O (stereo not drawn)
 : -1%, 0%, 0%, -8%, -11%, 13%, 3%, -4%
CCCOc1ccc(-c2nnn(CC(=O)Nc3cccc(C(=O)OC)c3)n2)cc1
 : 9%, 10%, 2%, -6%, -19%, -19%, -17%, -6%
COc1ccc(N2C(=O)c3ccccc3NC2c2ccc(OC)c(CSc3ccccn3)c2)cc1 (stereo not drawn)
 : -7%, 12%, ?, -10%, -10%, -52%[inhibitor], 4%, -3%
COc1ccc(NC(=S)Nc2ccccc2)cc1
 : 3%, 7%, ., -1%, 1%, 14%&-1%[10 µM], -6%[76.3 µM], 3%
O=C(NCc1ccc(F)cc1)Nc1ccc(Cl)cc1
 : 3%, 0%, -4%, 14%, 9%, ., 1%, 10%
O=c1cc(C(F)(F)F)oc2c1ccc1ccccc12
 : -1%, -3%, -6%, -8%, -1%, 4%[10 µM], 6%, ?
CC(C(=O)Nc1nccs1)c1ccc([N+](=O)[O-])cc1 (stereo not drawn)
 : 2%, -3%, ?, -13%, -13%, -24%, 16%, 0%
CC(C)NS(=O)(=O)c1ccc(OCC(=O)Nc2ccccc2F)cc1
 : -1%, 3%, -1%, 1%, 12%, 10%, 0%, -9%
Clc1ccc(SCCOCCN2CCCCC2)cc1
 : 11%, 12%, 7%, 2%, -3%, -15%[10 µM], 12%, 0%

Reformatted: results already given
molecule,GAA spleen mod,GLA spleen mod,GAA inhib,Tau fluor cs,Tau fibril ThT,HTT ATP protect,GAA glycogen,Tau fibril FP
O=C(NCc1ccc(F)cc1)Nc1ccc(Cl)cc1,3%,0%,-4%,14%,9%,.,1%,10%
O=c1cc(C(F)(F)F)oc2c1ccc1ccccc12,-1%,-3%,-6%,-8%,-1%,4%[10 µM],6%,?

A draw from above in order of molar mass, highest first:
Value order – GAA spleen mod, GLA spleen mod, GAA inhib, Tau fluor cs, Tau fibril ThT, HTT ATP protect, GAA glycogen, Tau fibril FP
COc1ccc(NS(=O)(=O)c2cc(NC(=O)c3nc4nc(C)cc(C)n4n3)ccc2C)cc1
 : 3%, -11%, -8%, -15%, -2%, -20%, 7%, -1%
CCn1c(C)nc2cc(C(=O)N/N=C/c3ccc(N4CCOCC4)cc3)ccc21
 : -2%, 9%, 3%, -20%, 8.9µM*, -16%, ?, 4%
CCN(CC)c1ccc(/C=C(\C#N)C(=O)NCc2ccccc2)cc1
 : -2%, 9%, -10%, -19%, 3%, -6%[10 µM], 7%, 1%
O=C(O)CCC(=O)Nc1ccc(N2CCCCCC2)cc1
 : -12%, 2%, -8%, -11%, -14%, -28%, -20%, -8%
O=C1c2cccnc2C(=O)N1CNc1ccc(Cl)cc1
 : -4%, -3%, 2%, -3%, 3%, -6%, 0%, -8%

Carrying on.
Value order – GAA spleen mod, GLA spleen mod, GAA inhib, Tau fluor cs, Tau fibril ThT, HTT ATP protect, GAA glycogen, Tau fibril FP
CC(Sc1cccc2cccc(C(=O)O)c12)C(=O)O (stereo not drawn)
 : -4%, 14%, -1%, 0%, 2%, -7%[0.074 µM], -5%, -1%
CC(C)(C)NCc1cc(Br)ccc1OC1CCCC1
 : -4%, -10%, -26%, 6%, 1%, 4%[10 µM], 8%, 4%
Cc1ccc(Cn2c(=O)c3c(nc4n3CCN4Cc3ccco3)n(C)c2=O)cc1
 : -2%, -4%, ?, -9%, 5%, 6%[10 µM], 3%, 9%
O=C(O)C1CCC[C@@H]2[C@@H]3CC(CN12)[C@@H]1CCCCN1C3 (stereo partly drawn)
 : 6%, 5%, ., -5%, -5%, 23%, ., 0%
Nc1nc(N2CCCCC2)nc(N(c2ccccc2)c2ccccc2)n1
 : 2%, 2%, 0%, -4%, -16%, 20%, 2%, -6%
Cc1cc(NC(=O)CCN2C(=O)/C(=C/c3ccccc3F)SC2=S)no1
 : 6%, -3%, 0%, -7%, -7%, -8%, 8%, 5%
CCOC(=O)N1CCN(c2ccc(C(=O)c3cccc(F)c3)cc2)CC1
 : -2%, -3%, -5%, -28%, ?, 6%[10 µM], 10%, -12%
Cc1ccc2c(=O)cc(C(=O)Nc3nnc(CC(C)C)s3)oc2c1C
 : ., ., ., -14%, ?, ., 11%[76.3 µM], -1%
CCOc1cc2[nH]c(=O)n(CC3CCC(C(=O)NCCCOC)CC3)c(=O)c2cc1OCC (stereo not drawn)
 : -2%, -1%, 11%, -10%, -6%, -12%, 2%, -5%
COC(=O)c1nn(-c2ccccc2)c(=O)cc1Oc1ccccc1
 : 6%, -4%, 1%, 2%, 1%, 3%, 12%, -4%
CCN(CC)c1nc(-c2cccc(OC)c2O)nc2ccccc12
 : 4%, -2%, ?, ?, ?, -14%, -1%, 7%
COc1ccc(Nc2c(-c3ccc(C)cc3)nc3cnccn23)cc1
 : -5%, -4%, ?, ?, -17%, -53%, ?, 16%
COCCNC(=O)C1CC(c2ccccc2[N+](=O)[O-])=NO1 (stereo not drawn)
 : -5%, 2%, 11%, -4%, -5%, -6%, 6%, -3%
COc1ccccc1-c1nnc(N)s1
 : -3%, 0%, ?, -10%, -11%, 2%[10 µM], 7%, 3%
COC(=O)c1sc(C(F)(F)F)c(-c2ccccc2)c1S(=O)(=O)NC(C)(C)C
 : 5%, 8%, -14%, -9%, ?, 3%[10 µM], -10%, 10%
O=C(COc1ccccc1[N+](=O)[O-])N/N=C/c1ccc(O)c([N+](=O)[O-])c1
 : -3%, 2%, -3%, -4%, ?, -24%[10 µM], 3%, 7%
O=C1C(=Cc2cccs2)C(=O)c2ccccc21
 : -2%, -3%, 3%, 4%, 4%, -29%[10 µM], 8%, -2%
CC(=NCCc1ccccc1)C1=C(O)C(c2ccccc2)OC1=O (stereo not drawn)
 : 13%, 4%, -2%, -7%, -4%, -37%[inhibitor], 1%, 0%
Cc1ccc(-n2c(-c3cccnc3)n[nH]c2=S)c(C)c1
 : 2%, 6%, -10%, -3%, -9%, 4%, -17%, -2%
Cc1noc(C)c1C(=O)NC(C)c1ccc2c(c1)OCO2 (stereo not drawn)
 : -2%, 1%, -5%, 5%, 6%, -10%, 8%, 1%

Later entries
Value order – GAA spleen mod, GLA spleen mod, GAA inhib, Tau fluor cs, Tau fibril ThT, HTT ATP protect, GAA glycogen, Tau fibril FP
COCc1nnc(NC(=O)CSc2ccccc2)s1
 : 5%, 10%, 1%, -5%, -5%, 3%, -1%, 0%
C=C(C)CSc1nc2c(c(=O)[nH]c(=O)n2C)n1CCC(C)C
 : -5%, -2%, -4%, -9%, -10%, -20%, 2%, -4%
O=C(Nn1cnnc1)c1ccc(F)c(S(=O)(=O)N2CCCCC2)c1
 : -7%, 2%, 0%, -5%, 1%, 22%[10 µM], 1%, -5%
O=C(C1CCC(=O)N1Cc1cccnc1)N1CCN(c2ccc(F)cc2)CC1 (stereo not drawn)
 : 5%, 5%, -8%[15.4 µM], -1%, -3%, -7%, -2%, -10%
COC(=O)[C@H](CCSC)NC(=O)NCCc1ccccc1F
 : -3%, 1%, ?, 0%, -2%, 7%, 2%, 3%
Cc1ccc(-c2nnc(Nc3ccc(O)cc3)c3ccccc23)cc1S(=O)(=O)N1CCN(C)CC1
 : ., ., ., ?, ?, ., 16µM*, 10%
COc1ccc(-[n+]2c(C)cc(/C=C3\Sc4ccccc4N3C)cc2C)cc1
 : -14%, -8%, ?, -12%, ?, ., -6%, 0%

Bioassay records as filed in PubChem.
